# Compound activity deposited in PubChem BioAssay by several laboratories.
# RSV antiviral HEp-2: RSV antiviral activity via CPE protection, HEp-2 cells, primary 10 µM value included (AID 2391); HEp-2 cells, RSV-induced CPE inhibition; higher % means a stronger effect; one-dose CPE inhibition, % at 10 µM; IC50 in µM for titrated hits; hit rate 0.13% among 310,000; in the data active = a potency from the dose series; inconclusive = CPE inhibition mostly from about 23% at the one dose, without a potency; inactive = the rest, 99 in 100 with CPE inhibition below about 21%; note: strong numbers were not always called active
# LYP inhibition: inhibitors of LYP phosphatase, biochemical, fluorescence intensity, uHTS (AID 1779); recombinant LYP phosphatase, fluorescence intensity; higher % means a stronger effect; one-dose inhibition, % at 11.5 µM; IC50 in µM for titrated hits; hit rate 0.054% among 290,000; in the data active = inhibition above about 50%;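 note: plate controls were vehicle with enzyme for no effect and no enzyme for full effect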
# GPR35 antagonists: GPR35 antagonists blocking zaprinast-driven arrestin recruitment, primary screen, imaging, U2OS, beta-arrestin-GFP, zaprinast agonist (AID 2058); inhibition, % at 10 µM; hits with a dose series show IC50 in µM; G-protein coupled receptor 35 (Homo sapiens); hit rate 0.052% among 290,000; U2OS GPR35 beta-arrestin-GFP translocation imaging, zaprinast antagonism; higher % means a stronger effect;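 active = inhibition of at least 50% with at least 30 cells and total cytoplasm GFP at most 10,000,000; inconclusive = under 30 cells or total GFP of 10,000,000 plus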
# West Nile antiviral: West Nile virus antiviral activity, cell-based, CPE readout (AID 1621); West Nile virus-infected cells, CPE inhibition; higher % means a stronger effect; CPE inhibition, % at 10 µM, or IC50 in µM where a hit was titrated; hit rate 0.02% among 290,000; in the data active = a potency from the dose series; inconclusive = CPE inhibition mostly from about 3.7% at the one dose, without a potency; inactive = the rest, 99 in 100 with CPE inhibition below about 2.2%; note: strong numbers were not always called active
# MgcRacGAP inhibition: MgcRacGAP GTPase-activating activity inhibitors, confirmation, biochemical, ADP Hunter fluorescence; hit rate 0.6% among 340,000; Rac GTPase-activating protein 1 (Homo sapiens); MgcRacGAP-stimulated Rac1 GTP hydrolysis, ADP Hunter fluorescence; higher % means a stronger effect; GST-tagged Rac1 F28L mutant substrate; inhibition, % at 30 µM, or IC50 in µM where a hit was titrated;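 active = first-screen hits whose inhibition reached a set limit at any dose in the follow-up dose series; inconclusive = inhibition above the set first-screen limit but never retested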;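 note: fluorescence reports GDP produced by GAP-driven GTP hydrolysis; strong numbers were not always called active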
# PhoP inhibition: inhibitors of PhoP regulon expression, primary screen, Salmonella Typhimurium, GFP reporter (AID 1863); S. Typhimurium PhoP-regulated promoter GFP reporter, 4 h; higher % means a stronger effect; inhibition, % at 50 µM; hits with a dose series show IC50 in µM; hit rate 0.16% among 300,000;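 active = inhibition over 29.93%, a cutoff 3 SD above the screen mean, later confirmed by dose response; inconclusive = inhibition over 29.93% but no dose response follow-up; inactive = inhibition at most 29.93% or unconfirmed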;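 note: 0% = low Mg2+ inducing control and 100% = high Mg2+ repressing control; strong numbers were not always called active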
# SV40 large T antigen: SV40 large T antigen inhibitors, biochemical (AID 1903); SV40 large T antigen ATPase/helicase inhibition assay; higher % means a stronger effect; one-dose inhibition, % at 20 µM; IC50 in µM for titrated hits; hit rate 0.39% among 310,000; in the data active = a potency from the dose series; inconclusive = inhibition mostly from about 32% at the one dose, without a potency; inactive = the rest, 99 in 100 with inhibition below about 32%; note: strong numbers were not always called active
# ER stress rescue: rescue of cells from ER stress-induced death, primary screen, 384-well, CSM14.1, thapsigargin, ATP luminescence (AID 1222) | CSM14.1 thapsigargin-induced death rescue, ATP luminescence; higher % means a stronger effect | cellular ATP content (survival), % at 20 µM; hits with a dose series show EC50 in µM | 190,000 tested, under 10 active;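 active = EC50 below 50 µM in the dose-response confirmation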;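 note: death triggered by thapsigargin at about 15 µM added after 2 h compound pretreatment; cell ATP read after overnight thapsigargin exposure of roughly 18 to 22 hours; normalized against plate controls of thapsigargin alone and 5% DMSO vehicle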
# Dengue-2 NS5 capping: Dengue-2 NS5 methyltransferase inhibitors, primary screen, biochemical, confirmation dose response (AID 588689) | hit rate 0.3% among 340,000 | Genome polyprotein (Dengue virus type 2 (strain 16681-PDK53)) | inhibition, % at 25 µM, or IC50 in µM where a hit was titrated | Dengue-2 NS5 methyltransferase capping enzyme assay, biochemical; higher % means a stronger effect; in the data active = a potency from the dose series; inconclusive = inhibition above about 29% without an active follow-up result
# Dengue-2 NS5 capping pilot replicate: further read-out of Dengue-2 NS5 capping, marked with its call; inhibition, %; measured here: pilot screen replicate inhibition
# * hit, by the source's call; ? = inconclusive; · = not tested or not shown. The list is partial, so the mix of outcomes need not match the whole.
SMILES,RSV antiviral HEp-2,LYP inhibition,GPR35 antagonists,West Nile antiviral,MgcRacGAP inhibition,PhoP inhibition,SV40 large T antigen,ER stress rescue,Dengue-2 NS5 capping,others
CCN(CC)CCCN1C(=O)C(O)=C(C(=O)c2sc(C)nc2C)C1c1ccc(C)o1 (stereo not drawn),·,-7%,18%,·,·,·,·,-1.6%,·,
CC1CN(S(=O)(=O)c2cccc(-c3cn4cccnc4n3)c2)CC(C)O1 (stereo not drawn),·,-19%,2%,·,·,·,·,-0.6%,·,
Cc1ccc2nc3c(cc(C#N)c(=N)n3CC3CCCO3)c(=O)n2c1 (stereo not drawn),·,-19%,-1%,·,·,·,·,0.1%,·,
CN(C)CCCN1C(=O)C(=O)/C(=C(/O)c2ccc3c(c2)OCCO3)C1c1ccco1 (stereo not drawn),·,-8%,8%,·,·,·,·,-1.3%,·,
Cc1c(C(=O)Nc2ccccc2N2CCOCC2)sc2nc3n(c(=O)c12)CCC3,·,-10%,-5%,·,·,·,·,2.4%,·,
CSc1nc2sc3c(c2c2nnnn12)CCC3,·,0%,24%,·,·,·,·,-1.0%,·,
CCN1CCN(C2CCN(C(C)=O)CC2)CC1,·,-5%,13%,·,·,·,·,-0.6%,·,
CCCOc1ccc(/C(O)=C2\C(=O)C(=O)N(CCCN(C)C)C23C(=O)N(C)c2ccccc23)cc1 (stereo not drawn),·,-1%,1%,·,·,·,·,-1.8%,·,
COc1ccc(C2CC(=O)C(C=NCCN3CCN(C(C)=O)CC3)=C(O)C2)cc1OC (stereo not drawn),·,-5%,29%,·,·,·,·,0.8%,·,
COc1cc(C2c3c(oc4ccc(Cl)cc4c3=O)C(=O)N2Cc2ccco2)cc(OC)c1OC (stereo not drawn),·,-6%,-2%,·,·,·,·,0.0%,·,
Cc1nc2ccccc2c(=O)n1NC(=O)c1c(O)c2ccccc2n(C)c1=O,·,-14%,0%,·,·,·,·,-2.5%,·,
Fc1ccc2[nH]c3c(N4CCN(Cc5ccc6c(c5)OCO6)CC4)ncnc3c2c1,·,-9%,5%,·,·,·,·,-0.2%,·,
COCOc1ccc(-c2cc(=O)c3c(OCOC)cc(OCOC)cc3o2)cc1,·,·,·,0.2%,·,-2%,1%,·,·,
O=C1c2ccccc2S(=O)(=O)c2cc(N3CCC(C(=O)N4CCCCC4)CC3)ccc21,-0.2%,·,·,-0.1%,·,·,-5%,·,·,
COc1ccc(-c2ccccc2)c2oc(-c3ccco3)cc(=O)c12,2.9%,·,·,0.0%,·,·,9%,·,·,
CCCCC1=CC2=C(c3ccco3)C(=O)C(C)(OC(=O)c3ccc(OC)cc3)C(=O)C2=CN1C1CCCC1 (stereo not drawn),0.5%,·,·,-0.3%,·,·,28%,·,·,
Fc1ccc(-n2nnc(-c3ncc[nH]3)n2)cc1,-0.3%,·,·,0.5%,·,·,28%,·,·,
Cc1cc(-c2ccc(N=Nc3c(S(=O)(=O)O)cc4cc(S(=O)(=O)O)cc(N)c4c3O)c(C)c2)ccc1N=Nc1c(S(=O)(=O)O)cc2cc(S(=O)(=O)O)cc(N)c2c1O,?,·,·,·,·,23%,2.4µM*,·,·,
O=C(Nc1nc(-c2ccco2)c(-c2ccco2)s1)c1cnccn1,0.1%,·,·,·,·,-6%,90%,·,·,
COc1cc(OC)cc(C(=O)N2CCN(C3CCC(C)CC3)CC2)c1 (stereo not drawn),·,·,·,·,16%,·,·,·,·,
C=CCSc1nc2sc3c(c2c(=O)[nH]1)CC(C)(C)OC3,·,·,·,·,12%,·,·,·,·,
S=c1[nH]nc(COc2ccccc2)n1-c1ccc(Cl)cc1,·,·,·,·,11%,·,·,·,·,
Cc1onc(-c2ccccc2Cl)c1C(=O)Nc1cc(=O)n(C)c(=O)n1C,0.9%,·,·,0.1%,-9%,·,·,·,·,
COc1ccc(CCn2c(-n3nc(C)cc3C)nc3c2c(=O)[nH]c(=O)n3C)cc1,2.2%,·,·,0.3%,10%,·,·,·,·,
Cc1ccc(NC(=O)c2ccc(S(=O)(=O)N3CCCC3)cc2)cc1,2.0%,·,·,0.0%,-6%,·,·,·,·,
O=C(COC(=O)c1ccc(O)cc1)NC(c1ccccc1)c1ccccc1,·,·,·,·,-2%,·,·,·,2%,
Cc1cc(Oc2cccc3c2S(=O)(=O)N(C2CCCC2)CC(COCc2ccccc2)O3)cc(C)c1C (stereo not drawn),·,·,·,·,8%,·,·,·,-1%,
CCOC(=O)c1nn(C)c2[nH]c(=O)n(C)c(=O)c12,·,·,·,·,-3%,·,·,·,5%,
S=c1[nH]nc2sc3ccccc3n12,·,·,·,·,36µM*,·,·,·,3%,Dengue-2 NS5 capping pilot replicate=-1.5
CC(Sc1ccc(Cl)cc1)C(=O)NNC(=O)c1ccco1 (stereo not drawn),·,·,·,·,3%,·,·,·,3%,
COc1cccc(C(=Cc2ccc([N+](=O)[O-])cc2)C(=O)O)c1,·,·,·,·,9%,·,·,·,2%,
Cc1ccc(CN(C)C(=O)c2cccc(S(=O)(=O)N3CCCC3)c2)o1,·,·,·,·,-2%,·,·,·,4%,
C[C@H]1CN([C@@H](C)CO)C(=O)CCCn2nncc2CO[C@@H]1CN(C)S(=O)(=O)c1ccc(-c2ccccc2)cc1,·,·,·,·,4%,·,·,·,-2%,
COc1cc(/C=C/C(=O)OCC(=O)Nc2ccc3[nH]c(=O)[nH]c3c2)ccc1OC(F)F,·,·,·,·,7%,·,·,·,-5%,
COc1cccc(C(=O)OCC(=O)N2CCc3ccccc32)c1OC,·,·,·,·,6%,·,·,·,4%,
C[C@@H]1CN([C@@H](C)CO)C(=O)c2cc(Br)cnc2O[C@@H]1CN(C)S(=O)(=O)c1ccc(F)cc1,·,·,·,·,14%,·,·,·,2%,
CC(=O)OC1CCC2(C)C(CCC3C4CC=C(C(C)=O)C4(C)OC(=O)CC32)C1 (stereo not drawn),·,·,·,·,0%,·,·,·,30%,
COCCNc1oc(/C=C/c2cccs2)nc1S(=O)(=O)c1ccccc1,·,·,·,·,17%,·,·,·,1%,
CN(C)CCNC(=O)c1cccc2ccc(-c3ccc(-c4ccccc4)cc3)nc12,·,·,·,·,32%,·,·,·,-8%,
O=C1/C(=C\c2ccc(O)cc2)CCC1CNc1ccc(Cl)cc1 (stereo not drawn),·,·,·,·,?,·,·,·,-26%,
Cc1onc(-c2c(F)cccc2Cl)c1C(=O)Nc1ccc(S(=O)(=O)N2CCOCC2)cc1,·,·,·,·,0%,·,·,·,1%,
CCCN(C(=O)c1cc(S(=O)(=O)N(C)c2ccc(OCC)cc2)ccc1C)C1CCS(=O)(=O)C1 (stereo not drawn),·,·,·,·,11%,·,·,·,1%,
CC(C)c1cccc(-c2ccc3c(c2)S(=O)(=O)c2cccc(C(=O)NCc4ccccc4)c2C3=O)c1,·,·,·,·,6%,·,·,·,-6%,
O=C(NN=Cc1ccccc1O)NN=Cc1ccccc1O,·,·,·,·,9%,·,·,·,-14%,
CC(C(=O)OCC(=O)NC1CCCC1)N1C(=O)c2ccccc2C1=O (stereo not drawn),·,·,·,·,0%,·,·,·,7%,
CCOc1ccc(OCCNC(=O)c2cc(C3CC3)nc3c2cnn3C(C)C)cc1,·,·,·,·,12%,·,·,·,7%,
CCOC(=O)/C=c1/s/c(=C/c2ccc3cc(OC)ccc3c2)c(=O)n1CC(=O)NCC1CCCO1 (stereo not drawn),·,·,·,·,-2%,·,·,·,?,
CCCCN1C(=O)C(C(=O)OCC)CC2=C1CCCC2=O (stereo not drawn),·,·,·,·,10%,·,·,·,-5%,Dengue-2 NS5 capping pilot replicate=2.1
O=[N+]([O-])c1cc2c(cc1Br)-c1ccccc1C2,·,·,·,·,3%,·,·,·,-1%,
COc1cc(OC)c2c(-c3cccc(-c4ccc(NC(C)=O)cc4)c3)cc(=O)oc2c1,·,·,·,·,8%,·,·,·,-1%,Dengue-2 NS5 capping pilot replicate=-2.7

# Carrying on:
SMILES,RSV antiviral HEp-2,LYP inhibition,GPR35 antagonists,West Nile antiviral,MgcRacGAP inhibition,PhoP inhibition,SV40 large T antigen,ER stress rescue,Dengue-2 NS5 capping,others
C=C(C)C(O)Cc1c(OC)ccc(C(=O)/C=C/c2ccc(O)cc2)c1O (stereo not drawn),·,·,·,·,12%,·,·,·,-14%,
O=C(CCNS(=O)(=O)c1ccccc1C(F)(F)F)NC1CCCCCC1,·,·,·,·,7%,·,·,·,0%,
CC(=O)c1cc2c(cc1NC(=O)CSc1nnc(C3CC3)n1C)OCO2,·,·,·,·,15%,·,·,·,4%,
CC(C)NC(=O)N(C)C[C@H]1Oc2c(NS(=O)(=O)c3ccccc3)cccc2C(=O)N([C@H](C)CO)C[C@@H]1C,·,·,·,·,13%,·,·,·,-1%,
O=C(NCCc1c[nH]c2ccccc12)c1ccc([N+](=O)[O-])o1,·,·,·,·,9%,·,·,·,-5%,
c1ccc(-c2c[nH]c(-c3ccccc3)c2)cc1,·,·,·,·,4%,·,·,·,8%,
CCOC(=O)C1CCCN(C(=O)c2ccccc2NS(=O)(=O)c2ccc(F)cc2)C1 (stereo not drawn),·,·,·,·,8%,·,·,·,14%,
Cc1ccc(S(=O)(=O)N2CCN(c3ncnc4scc(-c5ccccc5)c34)CC2)cc1,·,·,·,·,5%,·,·,·,-1%,
C[C@H](CO)N1C[C@H](C)[C@H](CN(C)C(=O)Nc2ccc(C(F)(F)F)cc2)Oc2c(NC(=O)c3ccncc3)cccc2C1=O,·,·,·,·,8%,·,·,·,-10%,
COc1ccc(C(=O)C=Cc2ccc(OCc3ccccc3)c(OC)c2)cc1OC,·,·,·,·,6%,·,·,·,-7%,
NNc1cccc(C=Cc2ccccc2)cc1=O,·,·,·,·,15%,·,·,·,-42%,
Cc1ccccc1C(=O)OCC(=O)NCC1COc2ccccc2O1 (stereo not drawn),·,·,·,·,8%,·,·,·,-4%,
Cc1c(Cl)cccc1NC(=O)C1CC(=O)N(C2CCCC2)C1 (stereo not drawn),·,·,·,·,6%,·,·,·,-4%,
Cc1ccc(S(=O)(=O)N(CC(=O)NC2CC3CCC2C3)c2ccccc2)cc1 (stereo not drawn),·,·,·,·,5%,·,·,·,-9%,
